# Source: PubChem
# S3 lipid droplet: qHTS Assay for Lipid Storage Modulators in Drosophila S3 Cells; Drosophila S3 cells, BODIPY lipid droplet fluorescence, 18-24 h; cells fed with added oleic acid; Potency in µM for hits, for the others lipid storage change, negative = inhibition, % at the top dose, mostly 46.1 µM; actives 0.64% (n = 320,000); active means well fitted inhibition curve with a large enough effect in the signal ratio, with a control signal flat, not every such curve was filed as active; inconclusive means small, poorly fitted or top-dose-only effect, or effect the other way, or a change in a side signal; the % refers to the signal ratio
#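 Drosophila S3 cells got compounds at several concentrations plus oleic acid (400 uM solution). Laser-scanning cytometry with 488 nm excitation read lipid droplets at 500-530 nm and cells at 575-640 nm. Percent activity was relative to 20 uM Triacsin C.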
# S3 lipid droplet cell count max: further read-out of S3 lipid droplet, marked with its call; cell number change, %; measured here: cell count max response;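 cells counted by Cell Tracker Red CMTPX staining in the red channel; peak over a dose series mostly up to 46.1 µM; percent activity relative to internal control wells on each plate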
# Starred values were filed as active, the others as inactive; i = inactive; ? = inconclusive; · = not tested or not shown. On the % scale 0 is the no-effect control and ±100 the full control effect; potency means the concentration at half of the fitted maximal effect. The list is partial (hit frequency here may not be typical).
# Below each SMILES – S3 lipid droplet | S3 lipid droplet cell count max
C=CCNC(=S)N/N=C/c1ccc(C(C)(C)C)cc1
    ? | ·
Cc1cc(C)cc(OCC(=O)N/N=C/c2ccncc2)c1
    ? | ·
Cn1c(-c2ccccn2)[n+](C)c2ccccc21
    -16.5% | 8.7
COc1ccc(C(=O)Nc2nc3c(s2)Cc2cc(OC)ccc2-3)cc1
    ? | ·
Cn1nnnc1SCc1c(F)cccc1F
    i | 11.8
CC(C)NC(=S)N/N=C/c1cccs1
    ? | ·
Cc1ccn2cc(CCNS(=O)(=O)c3ccc([N+](=O)[O-])cc3)nc2c1
    ? | ·
CCCC(=O)Nc1ccccc1NC(=O)CN(C)S(=O)(=O)c1ccc(C)cc1
    i | ·
CC(=O)OCCn1c(C)[n+](CCOC(C)=O)c2cc(Cl)c(Cl)cc21
    3.8% | 13.2
CCCN(CCC)C(=O)CC(c1ccc(F)cc1)c1ccco1 (stereo not given)
    -7.1% | -2.0
Cc1ccc(S(=O)(=O)NC(=O)Nc2ccc(F)cc2)cc1
    -0.4% | 3.4
O=C(c1ccc(Cl)cc1)c1oc2ccccc2c1CS(=O)c1ccccc1 (stereo not given)
    i | ·
N#CCCN(CCC#N)C(=O)C1c2ccccc2Oc2ccccc21
    ? | ·
Cc1ccc(C(=O)CCc2ccc(N)cc2)cc1
    ? | ·
O=c1c2ccccc2cnn1-c1ccc(Cl)nn1
    ? | ·
CCOC(=O)[C@H]1[C@H]2COc3ccc(OC)cc3[C@@H]2N2C(=O)c3cc(OC)c(OC)cc3NC(=O)[C@@]12C
    ? | ·
CCOC(=O)NCc1cc(-c2nn(C)c(=O)c3ccccc23)ccc1C
    i | -21.1
CN(C)C(=O)CSc1n[nH]c(=O)n1CCc1ccccc1
    ? | ·
OC1CCN(Cc2nc(Cc3ccccc3Cl)no2)CC1
    20.2% | -3.2
O=C(CCC1CCN(C(=O)c2ccccc2Cl)CC1)NCc1ccc(F)cc1
    ? | ·
CN(Cc1cnccn1)Cc1cn(Cc2ccccc2)nc1-c1ccc2c(c1)OCO2
    5.8% | -7.5
CCc1ccc(C(C)NC(=S)NC2CCCCC2)cc1 (stereo not given)
    -22.7% | 0.9
CC(C)C(c1nnnn1C1CCCC1)N1c2ccccc2CC1C (stereo not given)
    ? | ·
CC(C)[C@H](NC(=O)N1CC(=O)Nc2ccccc21)C(=O)N[C@H](Cc1ccccc1)C(=O)O
    -21.0% | ·
CC1=NOC(=O)/C1=C\c1ccc(-c2ccc(Cl)cc2Cl)o1
    -21.7% | -12.5
COc1cc(SC)ccc1C(=O)Nc1cccc(S(=O)(=O)NC2=NCCC2)c1
    ? | ·
CNc1ncc(Cc2ccccc2)s1
    ? | ·
COc1ccc(NC(=S)N2CCCC(CO)C2)c(OC)c1 (stereo not given)
    0.4% | -17.0
COc1ccc2c(c1)[nH]c1c(=O)n(CCCn3ccnc3)cnc12
    ? | ·
CCOC(=O)c1cc(S(=O)(=O)NCC2CCN(Cc3cccc(C)c3)CC2)cn1C
    ? | ·
Cc1ccsc1/C=N/N1CCN(c2ccccn2)CC1
    9.2% | 9.4
COc1ccccc1NC(=O)C1=C(C)Nc2nc(SCc3cccc(F)c3)nn2C1c1ccc(C(=O)O)cc1 (stereo not given)
    14.9% | -1.8
CCC(C)[C@H](NC(=O)Nc1cccc(Cl)c1)C(=O)O (stereo not given in full)
    ? | ·
Cc1nn(Cc2ccc(C(=O)N3CCOCC3)o2)c(C)c1Br
    ? | ·
O=C(NCc1ccncc1)c1cccc(S(=O)(=O)N2CCc3ccccc32)c1
    ? | ·
Cc1cccc(C2c3[nH]c4ccccc4c3CCN2C(=O)Cc2n[nH]c(C)n2)n1 (stereo not given)
    8.5% | -6.0
COc1cc(C(=O)O/N=C(\N)c2ccncc2)cc(OC)c1OC
    -18.9% | 19.7
Cc1ccc(C(NC(=O)NN2CCN(C)CC2)C(Cl)Cl)cc1F (stereo not given)
    i | 25.4
O=Cc1ccc(N2Cc3ccccc3C2)cc1
    10.1% | -5.8
O=C(O)c1cccc2c1C(=O)N(c1ccccc1)C2
    7.9% | -2.2

# Pulled by structure from the entries so far, 3 records:
# Below each SMILES – S3 lipid droplet | S3 lipid droplet cell count max
COc1ccccc1NC(=O)C1=C(C)Nc2nc(SCc3cccc(F)c3)nn2C1c1ccc(C(=O)O)cc1 (stereo not given)
    14.9% | -1.8
O=C(O)c1cccc2c1C(=O)N(c1ccccc1)C2
    7.9% | -2.2
Cc1nn(Cc2ccc(C(=O)N3CCOCC3)o2)c(C)c1Br
    ? | ·

# Next section:
# Below each SMILES – S3 lipid droplet | S3 lipid droplet cell count max
O=S(=O)(N1CCOCC1)N1CCN(c2ccccc2F)CC1
    ? | ·
CCCCCOC(=O)C1[C@H]2C(=O)N(c3ccccc3CC)C[C@]23C=C[C@H]1O3 (stereo not given in full)
    ? | ·
CCOc1ccc(C(=O)CCC(=O)N2CCC(C(=O)OC)CC2)cc1
    ? | ·
Cc1ccc(SCC(=O)OCC(=O)NCc2cccs2)cc1
    ? | ·
COc1ccc(S(=O)(=O)N2CCC(C(=O)N3CCCCC3)CC2)cc1OC
    2.8% | 5.8
Cc1cccc(OCCC(=O)Nc2c(C)n(C)n(-c3ccccc3)c2=O)c1
    i | -1.1
COc1ccc(NC(=O)c2ccco2)cc1NC(=O)c1cccc(OC(C)C)c1
    -26.3% | -9.0
Cc1ccc(OCCn2cc(/C=C/C(=O)O)c3ccccc32)cc1
    ? | ·
O=C(NC1CCCCCCC1)c1ccc(CNc2c(N3CCOCC3)c(=O)c2=O)cc1
    13.7% | 3.1
Fc1ccc(-[n+]2nc(Nc3ccccc3)sc2-c2ccc(OCc3ccccc3)cc2)cc1
    -2.7% | -1.0
N/C(=N\OC(=O)c1ccccc1Br)c1ccc([N+](=O)[O-])cc1
    -0.6% | -26.5
COc1ccc(-c2cc(C(=O)NC3=NCCS3)c3ccccc3n2)cc1OC
    ? | ·
COc1ccc(C(=O)c2oc3ccccc3c2NC(C)=O)cc1
    i | ·
COc1ccc(NS(=O)(=O)c2cc(C(=O)O)ccc2C)cc1
    ? | ·
Cc1cc(=O)[nH]c(SC/C=C/c2ccccc2)n1
    ? | ·
C[C@@H](NC(=O)[C@@H]1Cc2ccccc2CN1C(=O)OC(C)(C)C)C(=O)NC1CCCC1
    ? | ·
Cn1c2ccccc2c2nnc(SCC(N)=O)nc21
    14.4% | -7.6
Cc1ccc(/C=C/C(=O)OCn2nnc3ccccc3c2=O)o1
    ? | ·
Cc1ccc(-c2csc3ncnc(N4CCN(Cc5ccccc5)CC4)c23)cc1
    ? | ·
CCOC(=O)CSc1cccc2cccnc12
    ? | ·

# Quoted from the entries so far (2 entries):
# Below each SMILES – S3 lipid droplet | S3 lipid droplet cell count max
N/C(=N\OC(=O)c1ccccc1Br)c1ccc([N+](=O)[O-])cc1
    -0.6% | -26.5
COc1ccc(-c2cc(C(=O)NC3=NCCS3)c3ccccc3n2)cc1OC
    ? | ·

# (next part)
# Below each SMILES – S3 lipid droplet | S3 lipid droplet cell count max
Cc1cc(C)n(-c2nc3ccccc3nc2N2CCN(S(=O)(=O)c3ccc4ccccc4c3)CC2)n1
    ? | ·
COc1ccc(Cn2cnc([N+](=O)[O-])c2)cc1[N+](=O)[O-]
    0.6% | -17.0
COc1ccccc1C(=O)NNC(=O)CN1C(=O)c2ccccc2C1=O
    4.8% | 12.8
O=C1c2ccccc2S(=O)(=O)N1CC1CC(c2ccccc2Cl)=NO1 (stereo not given)
    ? | ·
Cc1ccc(NC(=O)c2nc[nH]c2C(=O)N(C)Cc2ccccc2)cc1
    ? | ·
CCc1nn(C(C)C(=O)NCc2cccc(OC)c2)c(=O)c2cc3occc3n12 (stereo not given)
    ? | ·
O=C(Cn1cnc(S(=O)(=O)N2CCCCC2)c1)Nc1ccc(OC(F)(F)F)cc1
    ? | ·
C/C(=N\Nc1nc(-c2cc(C)ccc2C)cs1)c1cc2ccccc2oc1=O
    ? | ·
Cc1nc2nc(SCC(=O)NCCCN3CCCC3)nn2c(C)c1Cc1ccccc1Cl
    i | -1.9
O=C(CSc1nnnn1-c1cccnc1)Nc1ccc(F)cc1F
    -6.5% | 25.4
Cc1ccc(S(=O)(=O)n2nc(-n3c(C)ccc3C)c3c(F)cccc32)c2ccccc12
    ? | ·
CC(C)(C)OC(=O)N1CCC[C@H]1c1nnc(SCc2c(Cl)cccc2Cl)o1
    ? | ·
CCc1ccc(C2C(C#N)=C(N)Oc3cc(N)ccc32)cc1 (stereo not given)
    ? | ·
Cc1ocnc1C(=O)Nc1ccc(Cl)cc1
    -6.1% | -6.8
CCOc1ccccc1NC(=O)/C(C#N)=C/c1c(C)nn(-c2ccccc2)c1Cl
    ? | ·
N#Cc1c(/N=C/c2ccco2)sc2c1CCCCC2
    18.1% | -14.5
O=C(c1ccc(Cl)c(S(=O)(=O)NCc2ccco2)c1)N1CCN(c2ccc(F)cc2)CC1
    ? | ·
CCOc1ccc(CN2CCN(C3CCSCC3)CC2CCO)cc1 (stereo not given)
    -1.9% | 2.9
COc1ccccc1Nc1nc(C2(C)CCC(=O)O2)cs1 (stereo not given)
    ? | ·
COc1cc(-c2cc(C(=O)Nc3ccc(N4CCOCC4)cc3)c3ccccc3n2)cc(OC)c1OC
    ? | ·
c1ccc(Oc2nnc(-c3cccs3)c3ccccc23)cc1
    ? | ·
O=C(CCNS(=O)(=O)c1ccc(Cl)cc1)N1CCCCCC1
    ? | ·
COc1ccc(CC2(CO)CCN(Cc3cnn(-c4ccccc4)c3)CC2)cc1
    -21.8% | 2.4
O=C(Nc1nnc(SCC(=O)N2CCOCC2)s1)c1ccccc1Cl
    i | ·
CCC(C)C1C(C#N)=C(N)OC2=C1C(=O)CC(C)(C)C2 (stereo not given)
    -1.9% | 0.1
Cc1nnc(SCc2cccc([N+](=O)[O-])c2)o1
    -6.0% | 14.2
CC(C)c1ccc(C(=O)CSc2ncn[nH]2)cc1
    3.6% | -0.8
S=C(NCc1ccco1)NC1CCCc2ccccc21 (stereo not given)
    28.1% | ·
COc1ccc(C(=O)NNC(=S)NC(=O)c2cccnc2)cc1
    -1.3% | 13.6
CCc1c(C(=O)Nc2cc(C(=O)OC)ccc2C)csc1C
    ? | ·
COc1cccc(C2=NOC(C(=O)Nc3cc(C)nn3-c3ccccc3)C2)c1OC (stereo not given)
    -4.6% | -1.8
CC(C)c1c(C(=O)N/N=C/c2ccc3c(c2)OCO3)nnn1-c1nonc1N
    i | ·
CCOC(=O)c1ccc(NC(=O)c2cn(CCC#N)nc2-c2ccc3c(c2)OCCO3)cc1
    -2.1% | -0.9
Cc1ccccc1NC(=S)N1CCCCCC1
    ? | ·
COC(=O)c1cccc(NC(=O)CN2CCC(NC(=O)c3cc(OC)c(OC)c(OC)c3)CC2)c1
    ? | ·
O=C(Cn1nc(C(F)(F)F)c2c1CCCC2)NC1CCCC1
    -5.3% | 10.3
O=C(NCc1cccnc1)c1ccc(Cl)cc1[N+](=O)[O-]
    i | ·
CC(C)C(C)NC(=O)COn1nnc2ccc(S(=O)(=O)N3CCOCC3)cc21 (stereo not given)
    2.3% | -13.7
COc1ccc(/C(C)=N/N=C(N)N)c(O)c1
    -9.5% | -13.6
NC(=O)c1ccsc1NC(=O)C1CCCCC1
    -4.3% | -9.1
C=C1SC(=Nc2ccccc2Cl)N(C(=O)c2sc3ccccc3c2Cl)C12CCCCC2
    ? | ·
O=C(NC1CCCCC1)Oc1cc2oc(=O)sc2cc1Br
    3.8% | 7.7
CCCCn1c(N)c(N(CC(C)C)C(=O)CSc2ccc([N+](=O)[O-])cc2)c(=O)[nH]c1=O
    ? | ·
Cc1ccc(Sc2nc(C)c([N+](=O)[O-])c(C)c2C#N)cc1
    ? | ·
CCOc1ccc(NC(=O)CN(C)C(=O)c2ccncc2)cc1OCC
    ? | ·
O=C(CSc1ncnc2ccccc12)NCC(=O)c1ccccc1
    -0.7% | -8.0
CCCOc1ccccc1OCC(=O)N1CCN(S(=O)(=O)c2ccc(Cl)cc2)CC1
    ? | ·
Cc1ccc(NC(=O)c2cccc(NC(=O)CC3SC(N4CCCCC4)=NC3=O)c2)nc1 (stereo not given)
    14.3% | -2.0
CCOC(=O)c1nnn(-c2nonc2N)c1CN(CC)c1ccccc1
    ? | ·
S=C(NCc1cccnc1)c1ccccc1
    13.6% | 13.7

# Following part:
# Below each SMILES – S3 lipid droplet | S3 lipid droplet cell count max
O=C(Cn1cccc1C(=O)c1ccccc1)NCc1cccs1
    i | 26.1
CN(C)CCCN1C(=O)C(=O)/C(=C(/O)c2ccncc2)C1c1cccc(Br)c1 (stereo not given)
    ? | ·
N#Cc1cnc(Oc2ccc(Cl)cc2)nc1N
    i | ·
CCOc1ccc(CCNC(=O)C2CC(=O)N(CCc3ccc(OC)c(OC)c3)C2)cc1OCC (stereo not given)
    ? | ·
C/C(=N\NC(=O)Cc1c(Cl)cccc1Cl)c1cccnc1
    24.2% | ·
COc1ccc2c(c1)OC[C@H]1[C@H]2N2C(=O)c3cc(Br)ccc3NC(=O)[C@@]2(C)[C@H]1c1ccccc1
    ? | ·
O=C(Nc1cccc(Cl)c1)Nc1nccs1
    ? | 4.7
C=CCN1CC(c2nc3ccccc3n2Cc2ccccc2)CC1=O (stereo not given)
    ? | ·
Brc1cccc(CN2CCCCCC2)c1
    ? | ·
CC(C)c1nccn1S(=O)(=O)c1cccc([N+](=O)[O-])c1
    17.3% | -8.1
Cc1ccc(S(=O)(=O)c2c(C)cc(C)nc2N2CCCCC2)cc1
    ? | ·
CSc1nc(-c2ccccc2)c(C#N)c(=O)[nH]1
    5.8% | ·
CC1CN(C(=O)COC(=O)Cc2ccc(Cl)cc2)CC(C)O1 (stereo not given)
    ? | ·
CCOc1cc(C(=O)OCC(=O)Nc2ncc(Cl)c(C)c2Cl)ccc1OCC(=O)N1CCOCC1
    11.7% | 10.9
CCCCNC(=O)c1onc(CSc2ccccc2)c1C(=O)O
    9.2% | -4.4
